HEK293 cAMP cs: counter-screen for TSHR agonists: cAMP increase in parental HEK293. AID 938. parental HEK293 CNG cAMP sensor, membrane potential fluorescence. Potency, µM (titrated, usually from 57.1 µM), for the others: at the top dose activation, usual class: activators. 2.5% of 73,000 active; note: potency is the fitted concentration of half-maximal effect; % of control where 0% means no effect; nearly all actives have a fitted effect of over 55% in size
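Parental HEK 293 cells stably expressing a cAMP-gated CNG channel were loaded with membrane potential dye containing 100 uM RO 20-1724 for 60 min. Compound added for 30 min; depolarization read as fluorescence intensity at 590 nm.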
BRCT inh green: inhibitors of human BRCA1 BRCT-phosphoprotein interaction (green fluorophore) | P38398 | BRCA1 BRCT-phosphopeptide binding, green fluorescence polarization | Potency, µM (highest dose often 76.9 µM), without a hit: at the top dose activity change, negative = inhibition, most hits filed as inhibitors | 0.05% of 75,000 active;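 note: potency is the fitted concentration of half-maximal effect; plate controls were peptide without protein for full effect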
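Compounds were incubated for 12 min at room temperature with a complex of 100 nM fluorescein-tagged pBACH1 decapeptide and 250 nM His-tagged BRCT protein. Buffer was phosphate pH 7.3 with EDTA, DTT and Tween 20. Disruption of binding lowers the polarization signal.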
ERK AVP block: blocks ERK signaling stimulated by vasopressin. Potency, µM (series often up to 57.5 µM), without a hit: at the top dose activity, negative = inhibition, hits mostly inhibitors. HEK293-V1b, vasopressin-stimulated pERK AlphaScreen. 0.99% of 72,000 active. AID 995; note: potency is the fitted concentration of half-maximal effect; % is set by controls: 0 for no effect and ±100 for the full control effect; nearly all actives have a fitted effect of over 55% in size
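Overnight-seeded V1b-HEK293 cells in 1% FBS got compound, then vasopressin (25 nM final, 5 min, 37C), then lysis buffer. AlphaScreen detection of phospho-ERK; activity normalized to basal and full-stimulation controls.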
Casp7 inh: blocks human caspase-7 allosterically or competitively; P55210; recombinant caspase-7, Ac-DEVD-AFC fluorescence rate; Potency, µM (series often up to 57.5 µM), inactives show top-dose activity change, negative = inhibition, actives largely listed as inhibitors; 0.02% of 75,000 active; AID 889; active = well fitted inhibition curve with a large enough effect in the main read-out, with a control signal flat, not every such curve was filed as active; inconclusive = small, poorly fitted or top-dose-only effect, or a change in a side signal; note: potency is the fitted concentration of half-maximal effect; % of control where 0% means no effect
BRCT PPI red: BRCT-phosphoprotein interaction inhibition (red fluorophore); Potency, µM (highest dose often 76.9 µM), inactives show top-dose activity change, negative = inhibition, usual class: inhibitors; BRCT-phosphopeptide binding, red fluorescence polarization; 0.03% of 75,000 active; P38398; note: % is set by controls: 0 for no effect and ±100 for the full control effect
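Fluorescence polarization: 100 nM His-tagged BRCA1 BRCT with 100 nM TAMRA-labelled phospho-BACH1 decapeptide, phosphate buffer pH 7.3 with 150 mM NaCl, DTT, 0.01% Tween 20; 12 min RT. Binding inhibition seen as FP decrease.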
A350 fluor: compounds fluorescent in Alexa 350 spectral region | max dye-equivalent concentration, M | 11% of 59,000 active | Compound autofluorescence, 340/450 nm, Alexa 350 dye-equivalents; hits give high values; in the data active = max dye-equivalent concentration above about 10 nM; inconclusive = mostly about 1.1 nM to 9.6 nM
Caspase-1 inhib: allosteric or competitive inhibitors of human caspase-1; P29466; Caspase-1 enzyme, Ac-WEHD-AFC fluorogenic rate; Potency, µM (highest dose often 57.5 µM), for the others: at the top dose activity change, negative = inhibition, actives largely listed as inhibitors; 0.03% of 75,000 active;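 note: potency is the fitted concentration of half-maximal effect; plate controls were vehicle for no effect and no substrate for full effect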
Target sequence (P29466 120-297 limits assumed): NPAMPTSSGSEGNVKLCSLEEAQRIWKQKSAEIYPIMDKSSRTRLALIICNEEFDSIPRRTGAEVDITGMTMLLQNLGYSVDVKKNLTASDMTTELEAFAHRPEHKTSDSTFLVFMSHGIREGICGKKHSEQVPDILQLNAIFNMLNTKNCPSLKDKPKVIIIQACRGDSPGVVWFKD
Target sequence (P29466 317-404 limits assumed): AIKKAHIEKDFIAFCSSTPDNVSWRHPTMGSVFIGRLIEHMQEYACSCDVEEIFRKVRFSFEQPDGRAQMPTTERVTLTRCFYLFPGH
CRE Fsk mod: modulators of forskolin-stimulated CRE signaling in CHO cells | Potency, µM (highest dose often 38.2 µM), without a hit: at the highest dose activity change, negative = inhibition, actives largely listed as activators | CHO CRE-bla reporter (cAMP response element driving beta-lactamase), forskolin EC10, beta-lactamase ratio | 2.5% of 71,000 active; active = well fitted activation curve with a large enough effect in the signal ratio, with a control signal flat, not every such curve was filed as active; inconclusive = small, poorly fitted or top-dose-only effect, or effect the other way, or a change in a side signal; the % refers to the signal ratio; note: potency is the fitted concentration of half-maximal effect; % of control where 0% means no effect
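CRE-bla CHO cells stimulated with EC10 NKH 477 (water-soluble forskolin) and compound titrations, 3 h at 37C; beta-lactamase read with CCF4 after 2 h at room temperature. Activity from 460/530 nm emission ratio, AC50 values for positive or negative modulation.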
Tau fil binding: tau filament binding; P10636; Potency, µM (top dose mostly 57.1 µM), for inactives: top-dose activity change, negative = inhibition; AID 596; 2% of 71,000 active; recombinant tau filaments, thioflavin S fluorescence, 15 h; filaments grown with octadecylsulfate alongside compound;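 note: potency is the fitted concentration of half-maximal effect; % is set by controls: 0 for no effect and ±100 for the full control effect; actives lower thioflavin S fluorescence by blocking filaments or displacing dye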
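Read-out: ThS fluorescence, 450 nm excitation/510 nm emission; lower signal marks blocked filament formation or displaced dye. Tau at 1 uM with 30 uM ODS, 10 uM ThS, 5 mM DTT, 100 mM NaCl, 10 mM HEPES pH 7.4; 15 h, 37 C.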
FLuc inh: blocks Photinus pyralis firefly luciferase activity; P08659; purified firefly luciferase, luminescence, 8 min; Potency, µM (doses to about 57.1 µM), without a hit: at the top dose activity change, negative = inhibition, hits mostly inhibitors; 2.2% of 72,000 active; note: potency is the fitted concentration of half-maximal effect; % is set by controls: 0 for no effect and ±100 for the full control effect; nearly all actives have a fitted effect of over 40% in size
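Titration-based qHTS; buffer 50 mM imidazole pH 7.2, 50 mM KCl, 7 mM MgCl2, 10 uM ATP, 0.01% Tween 20, 0.05% BSA; luciferase/luciferin detector mix added after compound; 8 min, ambient; luminescence.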
USP2a inhib: USP2a (human) protease inhibition; O75604; USP2a enzymatic assay, qHTS inhibition; Potency, µM (doses to about 38.3 µM), for the others: at the top dose activity change, negative = inhibition, most hits filed as inhibitors; 0.1% of 60,000 active; AID 927;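 note: potency is the fitted concentration of half-maximal effect; nearly all actives have a fitted effect of over 60% in size; plate controls were DMSO for no effect and NEM full inhibition control for full effect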
Target sequence (O75604 whole entry, looked up): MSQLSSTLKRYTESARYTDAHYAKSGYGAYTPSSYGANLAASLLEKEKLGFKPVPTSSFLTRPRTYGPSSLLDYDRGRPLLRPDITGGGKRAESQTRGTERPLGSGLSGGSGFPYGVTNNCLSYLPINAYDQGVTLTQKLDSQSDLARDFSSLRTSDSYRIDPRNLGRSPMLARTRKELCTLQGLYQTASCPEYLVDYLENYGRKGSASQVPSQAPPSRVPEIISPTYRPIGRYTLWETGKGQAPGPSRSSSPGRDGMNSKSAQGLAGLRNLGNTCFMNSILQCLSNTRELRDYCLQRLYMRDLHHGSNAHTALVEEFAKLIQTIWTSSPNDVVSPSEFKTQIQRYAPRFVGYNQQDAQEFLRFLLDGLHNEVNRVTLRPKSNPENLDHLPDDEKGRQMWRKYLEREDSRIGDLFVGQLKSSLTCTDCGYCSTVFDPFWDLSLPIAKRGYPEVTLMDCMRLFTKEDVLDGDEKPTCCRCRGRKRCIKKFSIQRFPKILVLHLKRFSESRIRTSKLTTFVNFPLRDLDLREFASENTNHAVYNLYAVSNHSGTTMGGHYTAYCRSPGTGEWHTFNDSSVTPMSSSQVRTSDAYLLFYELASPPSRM
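Inhibition is measured in a cell-free coupled assay with 20 nM USP2 core, 20 nM Ub-PLA2 and 20 uM NBD C6-HPC, 2.5 h incubation. Activity normalized to NEM control.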
* marks the source's active call; other numbers are inactive results; [ ] = dose if it differs, or a comment. Unless noted, calls come from the whole dose curve; as a rule, active = well fitted curve in the direction sought with a large enough effect; inconclusive = small, poorly fitted or top-dose-only effect, or another doubt; inactive = no such curve, though single readings can be large; an effect the other way counts as inactive or inconclusive.

O=C(c1ccco1)N1CCN(C(=O)C2CCCO2)CC1 (stereo unspecified) was read as HEK293 cAMP cs 6%, BRCT inh green -0.2%, ERK AVP block 3%, Casp7 inh 0%, BRCT PPI red 2.7%, A350 fluor inactive, Caspase-1 inhib 0%, CRE Fsk mod inconclusive, Tau fil binding -7%, FLuc inh 2% and USP2a inhib -12%.
Screening COC(=O)N1CN(C(=O)OC)CN(C(=O)OC)C1 returned HEK293 cAMP cs 9%, BRCT inh green -0.9%, ERK AVP block -3%, Casp7 inh -3%, BRCT PPI red 0.4%, A350 fluor inactive, Caspase-1 inhib 0%, CRE Fsk mod -2%, Tau fil binding 12%, FLuc inh 2% and USP2a inhib 3%.
COc1ccc(S(=O)(=O)Nc2cccc(C)n2)c2ccccc12 was read as HEK293 cAMP cs 11%, BRCT inh green 4.4%, ERK AVP block inconclusive, Casp7 inh -1%, BRCT PPI red -0.8%, A350 fluor inactive, Caspase-1 inhib 0%, CRE Fsk mod 4%, Tau fil binding 8%, FLuc inh -1% and USP2a inhib 10%.
For OB(O)c1ccc(Br)cc1 the results were HEK293 cAMP cs 0%, BRCT inh green -0.7%, ERK AVP block -11%, Casp7 inh 0%, BRCT PPI red 2.6% and Caspase-1 inhib -1%.
O=C(/C=N/O)NCCN1CCCCC1 was read as HEK293 cAMP cs 3%, BRCT inh green -1.8%, ERK AVP block 1%, Casp7 inh 1%, BRCT PPI red -1.0%, A350 fluor inactive, Caspase-1 inhib 1%, CRE Fsk mod -3%, Tau fil binding -7%, FLuc inh 3% and USP2a inhib 1%.
O=C(c1ccccc1-c1nc2ccccc2[nH]1)N1CCOCC1 was read as HEK293 cAMP cs -6%, BRCT inh green 0.3%, ERK AVP block -1%, Casp7 inh 0%, BRCT PPI red -1.6%, A350 fluor inactive, Caspase-1 inhib 5%, CRE Fsk mod -5%, Tau fil binding -7%, FLuc inh 1% and USP2a inhib -1%.
COc1ccccc1NC(=O)NCC(=O)Nc1ccc(F)c(F)c1 was read as HEK293 cAMP cs inconclusive, BRCT inh green -4.8%, ERK AVP block 1%, Casp7 inh 0%, BRCT PPI red 0.7%, A350 fluor inactive, Caspase-1 inhib 1%, CRE Fsk mod -6%, Tau fil binding 4%, FLuc inh 1% and USP2a inhib -3%.
For O=C1C(=O)c2ccccc2C(O)=C1Cc1ccccc1 the results were HEK293 cAMP cs -5%[11.4 µM], BRCT inh green -1.2%[15.4 µM], ERK AVP block 19%[11.5 µM], Casp7 inh -1%[11.5 µM], BRCT PPI red -0.3%[15.4 µM], A350 fluor inactive, Caspase-1 inhib 0%[11.5 µM], CRE Fsk mod -5%[7.6 µM], Tau fil binding -1%[11.4 µM] and FLuc inh -1%[11.4 µM].
For Cc1ccc(C)c2[nH]c(=O)c(CN(CCN3CCOCC3)Cc3nnnn3CC3CCCO3)cc12 (stereo unspecified) the results were HEK293 cAMP cs inconclusive, BRCT inh green 2.3%, ERK AVP block 9%, Casp7 inh -1%, BRCT PPI red -2.4%, A350 fluor inconclusive, Caspase-1 inhib -2%, CRE Fsk mod -1%, Tau fil binding 22%, FLuc inh -2% and USP2a inhib 3%.
`O=c1[nH]cnc2c1sc(=S)n2-c1ccccc1` gave HEK293 cAMP cs 14%[11.4 µM], BRCT inh green -1.0%, ERK AVP block -19%, Casp7 inh 2%, BRCT PPI red -1.1%, Caspase-1 inhib 1%, CRE Fsk mod inconclusive, Tau fil binding 1%[11.4 µM], FLuc inh 0% and USP2a inhib 4%[7.66 µM].
Screening O=C(CSc1ncn[nH]1)N1CCN(c2nnc(-c3ccccc3)c3ccccc23)CC1 returned HEK293 cAMP cs -3%, BRCT inh green -0.2%, ERK AVP block inconclusive, Casp7 inh 1%, BRCT PPI red -0.1%, A350 fluor inactive, Caspase-1 inhib 1%, CRE Fsk mod -8%, Tau fil binding 7%, FLuc inh 0% and USP2a inhib 24%.
`Cc1nc2ccccc2nc1CSc1nncs1` gave HEK293 cAMP cs 0%, BRCT inh green -0.5%, ERK AVP block inconclusive, Casp7 inh -3%, BRCT PPI red -3.1%, A350 fluor inactive, Caspase-1 inhib -1%, CRE Fsk mod inconclusive, Tau fil binding -18%, FLuc inh 5% and USP2a inhib -3%.
`CCN1CCN(c2ccc(NC(=O)Cc3ccccc3)cc2)CC1` gave HEK293 cAMP cs 0%, BRCT inh green 0.4%, ERK AVP block -8%, Casp7 inh 2%, BRCT PPI red 1.9%, A350 fluor inactive, Caspase-1 inhib 1%, CRE Fsk mod -4%, Tau fil binding -19%, FLuc inh 0% and USP2a inhib 2%.
`CC(CNC(=O)c1cncc(O)c1)NC(=O)c1cncc(O)c1` (stereo unspecified) gave HEK293 cAMP cs 1%, BRCT inh green -3.3%, ERK AVP block 20%, Casp7 inh 4%, BRCT PPI red -1.4%, A350 fluor inactive, Caspase-1 inhib -2%, CRE Fsk mod -1%, Tau fil binding 2%, FLuc inh 2% and USP2a inhib -14%.
CN1CCN(C(=O)Cn2c(=O)oc3cc(S(=O)(=O)NCc4ccccc4)ccc32)CC1 was read as HEK293 cAMP cs -5%, BRCT inh green -1.2%, ERK AVP block 15%, Casp7 inh 0%, BRCT PPI red 0.8%, Caspase-1 inhib 1%, CRE Fsk mod -2%, Tau fil binding 2% and FLuc inh 2%.
Screening COc1ccc(CCNC(=O)c2ccn[nH]2)cc1OC returned HEK293 cAMP cs 0%, BRCT inh green -4.1%, ERK AVP block 4%, Casp7 inh 3%, BRCT PPI red -1.0%, A350 fluor inactive, Caspase-1 inhib 0%, CRE Fsk mod inconclusive, Tau fil binding 20%, FLuc inh 0% and USP2a inhib 0%.
Screening Cc1cc(C)nc(NC(=NCc2ccc3c(c2)OCO3)NC(=O)Nc2ccccc2)n1 returned HEK293 cAMP cs 19%, BRCT inh green 0.7%, ERK AVP block 1%, Casp7 inh 0%, BRCT PPI red 0.0%, A350 fluor inactive, Caspase-1 inhib 0%, CRE Fsk mod inconclusive, Tau fil binding 34%, FLuc inh -2% and USP2a inhib 17%.
For COc1cccc(OC)c1C(=O)N1CC(C)OC(C)C1 (stereo unspecified) the results were HEK293 cAMP cs -2%, BRCT inh green -1.9%, ERK AVP block -3%, Casp7 inh -1%, BRCT PPI red -0.2%, A350 fluor inactive, Caspase-1 inhib 3%, CRE Fsk mod 12%, Tau fil binding 2%, FLuc inh 2% and USP2a inhib -2%.
COc1cccc2c1OC1(C)CC2NC(=O)N1c1cccc(C(=O)N2CCN(c3ccccn3)CC2)c1 (stereo unspecified) was read as HEK293 cAMP cs -1%, BRCT inh green 1.4%, ERK AVP block 12%, Casp7 inh -2%, BRCT PPI red -3.1%, A350 fluor inactive, Caspase-1 inhib 1%, CRE Fsk mod -5%, Tau fil binding 10%, FLuc inh 1% and USP2a inhib 20%.
`O=S1(=O)C=CC(N2CCOCC2)C1` (stereo unspecified) gave HEK293 cAMP cs -3%, BRCT inh green 0.0%, ERK AVP block -7%, Casp7 inh -1%, BRCT PPI red 0.2%, Caspase-1 inhib -2%, CRE Fsk mod -5%, Tau fil binding 5%, FLuc inh 3% and USP2a inhib -5%.
For COC(=O)c1cccc(-n2nnnc2SCC(=O)Nc2cc(C)on2)c1 the results were HEK293 cAMP cs 26%, BRCT inh green 0.5%, ERK AVP block 27%, Casp7 inh -3%, BRCT PPI red -0.8%, A350 fluor inactive, Caspase-1 inhib -6%, CRE Fsk mod 6%, Tau fil binding 3%, FLuc inh 0% and USP2a inhib 3%.
For CC1(C)CC(=O)C(Sc2nnc(-c3ccc(NS(C)(=O)=O)cc3)n2Cc2ccco2)C(=O)C1 the results were HEK293 cAMP cs 1%, BRCT inh green -4.4%, ERK AVP block -4%, Casp7 inh 2%, BRCT PPI red -1.6%, A350 fluor inactive, Caspase-1 inhib -1%, CRE Fsk mod inconclusive, Tau fil binding 0%, FLuc inh 0% and USP2a inhib -3%.
`CCOC(=O)C1=C(N)n2c(s/c(=C/c3ccco3)c2=O)=C(C(=O)OC)C1c1ccco1` (stereo unspecified) gave HEK293 cAMP cs 10%, BRCT inh green 5.5%, ERK AVP block inconclusive, Casp7 inh -22%, BRCT PPI red 1.3%, A350 fluor inactive, Caspase-1 inhib inconclusive, CRE Fsk mod inconclusive, Tau fil binding 3.2µM*, FLuc inh -1% and USP2a inhib 27%.
